# Bioassay records: PubChem, Broad Institute
# ROS inducer: raises reactive oxygen species in U2OS cancer cells. U2OS ROS induction, H2DCF-DA fluorescence. ROS induction (% of piperlongumine), % at 10 µM. 2% of 46,000 active. AID 624156; in the data active = ROS induction above about 79%, passing the limit was not always enough; inconclusive = no clear call, values can overlap the other calls;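 note: 0% = DMSO vehicle median and 100% = reference compound median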
# * marks the source's active call; other numbers are inactive results; ? = inconclusive.
SMILES,ROS inducer
COc1cccc(NC(=O)CCc2nc(-c3ccccc3Cl)no2)c1,-5
CC(=O)Nc1ccc(S(=O)(=O)N2CCCCC2C)cc1 (centres undefined),-6
C[C@H]1CN([C@@H](C)CO)C(=O)Cc2cc(NC(=O)C3CC3)ccc2O[C@H]1CN(C)Cc1ccc(C(F)(F)F)cc1,-12
COc1ccc(NC(=O)N(C)C[C@@H]2OCCCC[C@@H](C)Oc3ccc(NS(=O)(=O)c4cccs4)cc3C(=O)N([C@H](C)CO)C[C@@H]2C)cc1,-1
CC(C)COC(=O)N(C)C[C@@H]1OCc2cn(nn2)CCCC(=O)N([C@H](C)CO)C[C@@H]1C,-11
N#Cc1c(N)c(C(=O)c2ccccc2)n2c1CCC2,-8
COc1ccc(S(=O)(=O)Nc2ccc3c(c2)C(=O)N([C@@H](C)CO)C[C@H](C)[C@H](CN(C)CC2CC2)O3)cc1,14
Cc1cc(Cl)c(S(=O)(=O)Nc2cccnc2)cc1OCC(N)=O,-3
CC/C=C\C=C\C(O)C/C=C\CCCCCCCC(=O)O (centres undefined),14
O=C(NC(N1CCCC1=O)(C(F)(F)F)C(F)(F)F)c1cccnc1,-7
Cc1cc(C)nc(SCC(=O)N2c3ccccc3C(C)CC2(C)C)n1 (centres undefined),-2
Clc1ccc(SCc2csc(-c3ccsc3)n2)cc1,1
Cc1ccc(S(=O)(=O)NC(C)C(=O)Nc2cc([N+](=O)[O-])ccc2C)cc1 (centres undefined),-10
C[C@@H]1CN([C@@H](C)CO)C(=O)CCCn2cc(nn2)CO[C@@H]1CN(C)C(=O)c1cc(-c2ccccc2)on1,-7
CC1CCCCN1CCCNC(=O)Nc1ccc(Cl)cc1 (centres undefined),-4
C[C@H]1CN([C@@H](C)CO)C(=O)Cc2cc(NS(=O)(=O)c3ccc(F)cc3)ccc2O[C@@H]1CN(C)S(C)(=O)=O,11
CC12CCC(C(=O)N3NC(=O)[C@@H](c4ccccc4)[C@@H]3c3ccccc3)(OC1=O)C2(C)C (some centres undefined),-9
Cc1ccccc1OCc1nnc(SCC(N)=O)n1C,-7
CCC12CN3CC(CC)(CN(C1)C(=O)c1ccccc1C3=O)C2=O,-12
COc1cc(Br)cc(/C=N/NC(=O)c2ccccc2O)c1O,-10
C[C@H](CO)N1C[C@H](C)[C@@H](CN(C)C(=O)Nc2ccccc2)Oc2c(NS(=O)(=O)c3ccccc3)cccc2C1=O,2
COc1ccc(NC(=O)Nc2ccc3c(c2)CC(=O)N([C@H](C)CO)C[C@@H](C)[C@@H](CN(C)C(=O)Nc2ccc(OC)cc2)O3)cc1,4
C[C@H]1CN([C@@H](C)CO)C(=O)Cc2cc(NC(=O)Cc3cn(C)c4ccccc34)ccc2O[C@H]1CN(C)CC1CC1,-5
CC(C)NC(=O)N(C)C[C@@H]1Oc2ccc(NC(=O)Nc3cccc4ccccc34)cc2CC(=O)N([C@H](C)CO)C[C@@H]1C,-4
NS(=O)(=O)c1ccc(NC(=O)C2CC2)cc1,-18

# A different layout for part of the listing above:
canonical_smiles	ROS inducer
Cc1ccccc1OCc1nnc(SCC(N)=O)n1C	-7
C[C@H]1CN([C@@H](C)CO)C(=O)Cc2cc(NC(=O)Cc3cn(C)c4ccccc34)ccc2O[C@H]1CN(C)CC1CC1	-5
O=C(NC(N1CCCC1=O)(C(F)(F)F)C(F)(F)F)c1cccnc1	-7

# Returning to the listing, starting six compounds before the break.
SMILES,ROS inducer
COc1cc(Br)cc(/C=N/NC(=O)c2ccccc2O)c1O,-10
C[C@H](CO)N1C[C@H](C)[C@@H](CN(C)C(=O)Nc2ccccc2)Oc2c(NS(=O)(=O)c3ccccc3)cccc2C1=O,2
COc1ccc(NC(=O)Nc2ccc3c(c2)CC(=O)N([C@H](C)CO)C[C@@H](C)[C@@H](CN(C)C(=O)Nc2ccc(OC)cc2)O3)cc1,4
C[C@H]1CN([C@@H](C)CO)C(=O)Cc2cc(NC(=O)Cc3cn(C)c4ccccc34)ccc2O[C@H]1CN(C)CC1CC1,-5
CC(C)NC(=O)N(C)C[C@@H]1Oc2ccc(NC(=O)Nc3cccc4ccccc34)cc2CC(=O)N([C@H](C)CO)C[C@@H]1C,-4
NS(=O)(=O)c1ccc(NC(=O)C2CC2)cc1,-18
Cc1ccc(S(=O)(=O)N(C)C[C@H]2Oc3ccc(NC(=O)Cc4cn(C)c5ccccc45)cc3CC(=O)N([C@@H](C)CO)C[C@@H]2C)cc1,27
Cc1ccc2c(c1)C(C)(C)C1(C)N(Cc3ccccc3)C(=O)CN21 (centres undefined),21
C[C@@H]1CN([C@H](C)CO)C(=O)Cc2cc(NC(=O)CCC(F)(F)F)ccc2O[C@H]1CN(C)Cc1ccc(-c2ccccc2)cc1,11
CS(=O)(=O)N(CC(=O)Nc1cc(Cl)ccc1Cl)c1cccc2ccccc12,-2
CNC[C@@H]1Oc2ccc(NS(=O)(=O)c3ccc(C)cc3)cc2C(=O)N([C@H](C)CO)C[C@@H]1C,70
Cc1ccc(S(=O)(=O)N(C)C[C@H]2Oc3c(NC(=O)c4ccncc4)cccc3C(=O)N([C@H](C)CO)C[C@H]2C)cc1,-1
Cc1ccc(C(=O)c2cc(F)c(N3CCOCC3)cc2Cl)cc1C,27
C(=N/N1CCN(c2ccccc2)CC1)/c1ccccc1,-5
CCOC(=O)CSc1n[nH]c(CN2c3ccccc3Sc3ccccc32)n1,-1
COCCc1ccc(OCC(O)CNC(C)C)cc1 (centres undefined),-10
CCC(C)N(C)C(=O)c1cc2ccccc2c(-c2ccccc2Cl)n1 (centres undefined),-4
C[C@@H]1CN([C@@H](C)CO)C(=O)Cc2cc(NC(=O)Nc3ccc(C(F)(F)F)cc3)ccc2O[C@@H]1CN(C)Cc1ccc(C(=O)O)cc1,-13
C[C@@H]1CN([C@H](C)CO)C(=O)c2cc(NC(=O)C3CC3)ccc2O[C@@H]1CN(C)Cc1ccc(C(=O)O)cc1,-2
C[C@H](CO)N1C[C@H](C)[C@H](CN(C)Cc2ccc(C(=O)Nc3ccccc3N)cc2)Oc2ccc(NC(=O)Cn3cnnn3)cc2C1=O,3
Cc1nc(SCC(=O)c2ccc(Cl)cc2)c2c3c(sc2n1)CCCC3,0
C[C@@H]1CN([C@H](C)CO)C(=O)c2cccc(NS(C)(=O)=O)c2O[C@H]1CN(C)CC1CCCCC1,-8
CCOC(=O)c1c(NC(=O)CC)sc(C)c1C,1
N#Cc1c(NC(=O)CSc2n[nH]c(-c3ccc(Cl)cc3)n2)sc2c1CCCC2,4
Cc1ccc(S(=O)(=O)Nc2ccc3c(c2)C(=O)N([C@@H](C)CO)C[C@@H](C)[C@H](CN(C)C)O3)cc1,3
C[C@@H]1CN([C@H](C)CO)C(=O)c2cccc(N(C)C)c2O[C@@H]1CN(C)C(=O)Nc1ccc(F)cc1,-12
CC(C)NC(=O)N(C)C[C@H]1OCCCC[C@@H](C)Oc2ccc(NC(=O)Cc3ccccc3)cc2C(=O)N([C@H](C)CO)C[C@@H]1C,7
Cn1c(SCc2nc3ccccc3[nH]2)nnc1-c1cnccn1,-2
C[C@H](CO)N1C[C@H](C)[C@H](CN(C)C(=O)Nc2ccc(C(F)(F)F)cc2)Oc2ccc(NC(=O)c3ccncc3)cc2C1=O,0
Cc1ccc([N+](=O)[O-])cc1NC(=O)C1(c2ccccc2)CCN(S(=O)(=O)c2ccccc2)CC1,6
C[C@H](CO)N1C[C@H](C)[C@H](CN(C)Cc2ccc3c(c2)OCO3)Oc2c(NC(=O)Nc3ccc(C(F)(F)F)cc3)cccc2C1=O,31

# Additional compounds:
SMILES,ROS inducer
CS(=O)(=O)N(CC(=O)O)Cc1ccccc1,-8
O=C(Nc1ccc(-n2nncc2-c2ccccc2)cc1)c1ccc(S(=O)(=O)N2CCCCC2)cc1,52
C=C1C(=O)O[C@@H]2[C@H]3C(C)=CC(=O)C3=C(C)C[C@H](O[C@@H]3O[C@H](CO)[C@@H](O)[C@H](O)[C@H]3O)[C@@H]12,2
C[C@H](CO)N1C[C@H](C)[C@H](CN(C)S(=O)(=O)c2ccccc2)Oc2c(NC(=O)c3nc4ccccc4s3)cccc2C1=O,56
C[C@@H]1CN([C@@H](C)CO)C(=O)CCCn2cc(nn2)CO[C@H]1CN(C)Cc1ccc(O)cc1,13
C[C@H](CO)N1C[C@H](C)[C@H](CN(C)C)OCc2cn(nn2)CCCC1=O,0
O=S(=O)(c1ccc(Cl)c(Cl)c1)N1CCN(Cc2ccc(OCCO)cc2)CC1,?
O=C(COc1cc(Cl)c(Cl)cc1Cl)NCc1ccco1,-3
C[C@@H]1CN([C@@H](C)CO)C(=O)c2cc(NS(C)(=O)=O)ccc2O[C@H]1CN(C)C(=O)Nc1ccc(C(F)(F)F)cc1,-3
CC(C)CNC(=O)C1Sc2nnc(-c3ccccc3)n2NC1c1ccccc1 (centres undefined),6
COc1ccc(NC(=O)N(C)C[C@H]2Oc3ccc(NC(=O)C4CC4)cc3CC(=O)N([C@H](C)CO)C[C@H]2C)cc1,-15
C[C@H](CO)N1C[C@H](C)[C@H](CN(C)C(=O)Nc2ccc(F)cc2)Oc2ccc(NS(=O)(=O)c3ccc(F)cc3)cc2C1=O,-4
COc1ccc(S(=O)(=O)N(C)C[C@H]2Oc3ccc(NS(=O)(=O)c4cccs4)cc3CC(=O)N([C@@H](C)CO)C[C@H]2C)cc1,-2
C[C@H](CO)N1C[C@H](C)[C@@H](CN(C)Cc2ccc(C(F)(F)F)cc2)Oc2ccc(NC(=O)CCCN(C)C)cc2C1=O,-4
Cc1ccc(S(=O)(=O)Nc2cccc3c2O[C@H](CN(C)C(=O)Nc2ccc(F)cc2)[C@@H](C)CN([C@@H](C)CO)C3=O)cc1,2
CCCNC(=O)CSc1c(-c2ccccc2)c2cc(Cl)ccc2[nH]c1=O,9
Cc1cccc(N2CCN(C(=O)Nc3ccccc3)CC2C)c1 (centres undefined),10
C[C@@H]1CN([C@@H](C)CO)C(=O)CCCn2cc(nn2)CO[C@H]1CN(C)S(=O)(=O)c1ccc2c(c1)OCCCO2,2
CC(C)COC(=O)N(C)C[C@@H]1OCc2cn(nn2)CCCC(=O)N([C@H](C)CO)C[C@H]1C,-4
COc1ccc(S(=O)(=O)N(CC(N)=O)c2ccc(C)cc2)cc1,-9
COc1ccc(S(=O)(=O)N(C)C[C@@H]2Oc3c(NC(=O)c4nc5ccccc5s4)cccc3C(=O)N([C@H](C)CO)C[C@@H]2C)cc1,25
Cc1noc(C)c1NC(=O)N(C)C[C@@H]1Oc2c(NC(=O)Nc3cccc4ccccc34)cccc2C(=O)N([C@H](C)CO)C[C@@H]1C,-12
C[C@H](CO)N1C[C@H](C)[C@H](CN(C)S(=O)(=O)c2cccs2)Oc2ccc(NC(=O)CCCCCC(=O)Nc3ccccc3N)cc2C1=O,1
Cc1ccc(S(=O)(=O)N(C)C[C@@H]2Oc3ccc(NS(=O)(=O)c4ccccc4)cc3C(=O)N([C@@H](C)CO)C[C@H]2C)cc1,1
Cc1ccc(CN2CCCNC2=O)cc1,-18

# As a short view, 2 of the compounds above.
SMILES,ROS inducer
Cc1ccc(S(=O)(=O)N(C)C[C@@H]2Oc3ccc(NS(=O)(=O)c4ccccc4)cc3C(=O)N([C@@H](C)CO)C[C@H]2C)cc1,1
Cc1ccc(CN2CCCNC2=O)cc1,-18

# (continued)
SMILES,ROS inducer
COc1ccc(CN(C)C[C@@H]2Oc3ccc(NC(=O)NC4CCCCC4)cc3CC(=O)N([C@H](C)CO)C[C@H]2C)cc1,0
C[C@H](CO)N1C[C@H](C)[C@@H](CN(C)C(=O)Nc2ccc(F)cc2)Oc2c(NC(=O)CCCCCC(=O)Nc3ccccc3N)cccc2C1=O,-9
Oc1ccccc1C=Nc1cccc2ccccc12,44
Cc1ccc(S(=O)(=O)Nc2ccc3c(c2)C(=O)N([C@H](C)CO)C[C@@H](C)[C@@H](CN(C)Cc2ccc(Oc4ccccc4)cc2)O3)cc1,5
Nc1nc2c(C(=O)N3CCOCC3)nnn2c2ccccc12,-2
C[C@@H]1CN([C@H](C)CO)C(=O)c2cc(NS(=O)(=O)c3cn(C)cn3)ccc2O[C@H]1CN(C)Cc1ccc(C(=O)O)cc1,-6
C[C@H]1CN([C@@H](C)CO)C(=O)c2cc(NC(=O)c3ccncc3)ccc2O[C@H]1CN(C)C(=O)Nc1ccc2c(c1)OCO2,-7
COc1cccc(CN(C)C[C@@H]2OCc3cn(nn3)CCCC(=O)N([C@H](C)CO)C[C@H]2C)c1,29
O=C(/C=N/O)Nc1cc(C(F)(F)F)cc(C(F)(F)F)c1,-27
CC(C)NC(=O)N(C)C[C@@H]1Oc2c(NC(=O)CCCCCC(=O)Nc3ccccc3N)cccc2C(=O)N([C@H](C)CO)C[C@H]1C,54
O=C(Cc1noc2ccccc12)NCCOC12CC3CC(CC(C3)C1)C2,-2
C[C@H]1CN([C@@H](C)CO)C(=O)c2cc(NS(=O)(=O)c3ccc(F)cc3)ccc2O[C@H]1CN(C)CC1CC1,0
O=C(Nc1ccccc1F)NC1CCCc2ccccc21 (centres undefined),2
CCN1CCN(C(=O)C2CCN(S(=O)(=O)c3ccc4c(c3)nc(C)n4C3CCCC3)CC2)CC1,-18
C[C@H]1CN([C@@H](C)CO)C(=O)Cc2cc(NS(C)(=O)=O)ccc2O[C@H]1CN(C)S(=O)(=O)c1ccc(F)cc1,12
COC(=O)c1ccc2c(c1)sc1nc(-c3ccc(Cl)cc3)cn12,-1
O=C(Cn1cc(C(=O)c2ccco2)c2ccccc21)Nc1ccccc1C(F)(F)F,-14
O=C(NO)c1cccc(C(=O)N/N=C/c2ccc(-c3ccccc3)cc2)c1,-18
O=C(NCCCn1ccnc1)NC(C(F)(F)F)C(F)(F)F,-8
CC(C)(C)c1cc(C(=O)Nc2ccc(Cl)cc2)n(Cc2ccccc2)n1,27
Cc1cc(=O)[nH]c(SC(C)C(=O)Nc2ccc(Cl)cc2)n1 (centres undefined),26
Cc1noc(C)c1S(=O)(=O)Nc1ccc2c(c1)C(=O)N([C@H](C)CO)C[C@@H](C)[C@@H](CN(C)C)O2,-10

# A portion of the library, so the mix of outcomes need not match the whole.
